# From PubChem
# OX1R antagonist = OX1R (HCRTR1) antagonists, primary screen, fluorescence, CHO/OX1R cells, Fluo-8 calcium, orexin A. AID 434989, 2010. Fluo-8 calcium fluorescence. Orexin/Hypocretin receptor type 1 (Homo sapiens), O43613. 0.43% of 330,000 active. inhibition, % at 5 µM;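 active = inhibition above its plate's threshold, mean inhibition of all tested compounds on the plate plus 3 SD, cut at about 37% in these data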;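 also: 0% = orexin A challenge wells and 100% = SB-334867-A antagonist wells; not every result past the cut was called active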
# Target sequence (O43613 whole entry, looked up): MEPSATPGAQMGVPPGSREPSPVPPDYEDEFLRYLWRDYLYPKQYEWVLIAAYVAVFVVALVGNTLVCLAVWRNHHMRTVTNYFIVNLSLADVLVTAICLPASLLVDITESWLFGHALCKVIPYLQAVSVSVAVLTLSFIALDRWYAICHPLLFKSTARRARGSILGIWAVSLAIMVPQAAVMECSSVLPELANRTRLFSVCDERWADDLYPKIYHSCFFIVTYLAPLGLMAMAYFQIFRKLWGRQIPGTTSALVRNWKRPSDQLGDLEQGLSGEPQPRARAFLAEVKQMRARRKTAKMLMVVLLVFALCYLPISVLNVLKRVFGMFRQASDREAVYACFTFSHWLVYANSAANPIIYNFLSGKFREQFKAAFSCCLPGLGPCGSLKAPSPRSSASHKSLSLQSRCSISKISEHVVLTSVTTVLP
# CHT PAM = CHT positive allosteric modulators, primary screen, cell-based, membrane potential dye, choline EC20 | CHT-expressing cells; stronger effect = higher value; LV-AA mutant CHT in HEK293 cells | 0.49% of 310,000 active | B-score at 10 µM | High affinity choline transporter 1 (Homo sapiens), Q9GZV3;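 active = initial fluorescence not abnormally high and integrated response B-score, plate-corrected, over 3 SD above library mean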
# Target sequence (Q9GZV3 whole entry, looked up): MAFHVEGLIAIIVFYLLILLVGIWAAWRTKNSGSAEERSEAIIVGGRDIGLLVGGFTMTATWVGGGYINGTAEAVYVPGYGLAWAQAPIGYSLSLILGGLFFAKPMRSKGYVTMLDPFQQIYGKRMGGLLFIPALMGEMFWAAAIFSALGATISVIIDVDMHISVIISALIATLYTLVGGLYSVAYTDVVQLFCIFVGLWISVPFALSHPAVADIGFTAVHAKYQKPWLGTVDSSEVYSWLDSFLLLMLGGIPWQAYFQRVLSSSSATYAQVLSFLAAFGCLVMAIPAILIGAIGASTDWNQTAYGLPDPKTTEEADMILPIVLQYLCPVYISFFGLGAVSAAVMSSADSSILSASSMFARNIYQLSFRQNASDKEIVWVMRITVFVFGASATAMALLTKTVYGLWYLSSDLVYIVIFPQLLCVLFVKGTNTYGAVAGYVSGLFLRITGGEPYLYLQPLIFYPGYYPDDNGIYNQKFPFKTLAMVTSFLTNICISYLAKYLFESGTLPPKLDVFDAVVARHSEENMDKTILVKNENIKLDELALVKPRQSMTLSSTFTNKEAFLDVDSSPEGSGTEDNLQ
# The depositor's hits bear a star; i = inactive; nt = not tested or not shown.
SMILES,OX1R antagonist,CHT PAM
COc1ccccc1NS(=O)(=O)c1cccc(NS(=O)(=O)c2cc(C(=O)O)ccc2OC)c1,-8.4,nt
CC[C@]12c3[nH]c4ccc(Cl)cc4c3CCN1C(=O)[C@@H](CC(=O)NCCN1CCOCC1)C[C@@H]2C(=O)N1CCN(C(=O)C2CC2)CC1,-9.2,nt
COC(=O)/C(=C\Nc1ccc(OC)cc1)NC(=O)c1ccc(Cl)cc1Cl,-15.0,i
CCN1CCN(C(=O)C2=CC(c3ccc(OC)cc3)=NS(=O)(=O)N2C)CC1,-1.8,i
COC(=O)CNC(=O)COC(=O)C(Cc1ccccc1)NC(=O)c1ccco1 (configuration not stated),-2.9,i
CCCCN1C2CCCC1CC(NC(=O)c1ccccc1Cl)C2 (configuration not stated),-28.9,i
COc1ccccc1C(=O)NCCC(=O)N1CCN(S(=O)(=O)c2ccc(Cl)cc2)CC1,-30.4,nt
FC(F)(F)c1ccccc1-c1nc(-c2ccncc2)no1,-15.9,i
CN(Cc1ccccc1)C(=O)COC(=O)C12CC3CC(CC(Br)(C3)C1)C2,-2.2,nt
CCc1c(C)sc(NC(=O)c2ccco2)c1C(=O)N1CCCCC1,-36.5,i
COc1cccc(NC(=O)CN(C)C(=O)c2ccccn2)c1,-4.0,nt
COc1ccccc1NC(=O)C1=C(C)NC(=O)NC1c1ccccc1[N+](=O)[O-] (configuration not stated),-23.7,i
CCOC(=O)c1c(C)[nH]c2cc(Br)c(OC)cc12,-4.5,i
CC1(c2ccccc2)NC(=O)N(CC(=O)Nc2ccccc2N2CCCC2)C1=O (configuration not stated),-3.9,i
Cc1ccc(S(=O)(=O)N(CC(=O)NCc2cccnc2)C2CCCCC2)cc1,-35.2,i
Cc1oc(/N=C/c2ccccc2O)c(C#N)c1C,5.8,i
Cc1ccc(S(=O)(=O)/N=C2/NC(=O)/C(=C/c3ccccn3)S2)cc1,-13.5,i
O=C(NCCCN1CCOCC1)Nc1ccc(Cc2ccc(NC(=O)NCCCN3CCOCC3)cc2)cc1,-4.1,i
CCCCC(=O)Nc1ccc(Br)cc1C(=O)O,-4.2,i
Cc1ccccc1CNC(=O)CCC(=O)N1CCOc2ccc(Cl)cc21,-17.5,i

# The list goes on, starting with the last 7 of the part before.
SMILES,OX1R antagonist,CHT PAM
CC1(c2ccccc2)NC(=O)N(CC(=O)Nc2ccccc2N2CCCC2)C1=O (configuration not stated),-3.9,i
Cc1ccc(S(=O)(=O)N(CC(=O)NCc2cccnc2)C2CCCCC2)cc1,-35.2,i
Cc1oc(/N=C/c2ccccc2O)c(C#N)c1C,5.8,i
Cc1ccc(S(=O)(=O)/N=C2/NC(=O)/C(=C/c3ccccn3)S2)cc1,-13.5,i
O=C(NCCCN1CCOCC1)Nc1ccc(Cc2ccc(NC(=O)NCCCN3CCOCC3)cc2)cc1,-4.1,i
CCCCC(=O)Nc1ccc(Br)cc1C(=O)O,-4.2,i
Cc1ccccc1CNC(=O)CCC(=O)N1CCOc2ccc(Cl)cc21,-17.5,i
O=C(O)c1ccc2c(c1)C(=O)N(Cc1ccc3c(c1)OCO3)C2=O,-2.1,i
CCN(CC(=O)Nc1cc(Cl)ccc1C)C(=O)CSCc1c(C)noc1C,-25.9,i
COc1ccc(CCc2nnc(CCC(=O)NCc3cnn(-c4ccccc4C)c3)o2)cc1,-32.1,i
O=C1OCc2ccc(NC(=O)c3sccc3Cl)cc21,-10.6,i
CNc1ncc(-c2nnnn2-c2ccccc2)c(-c2ccccc2)n1,-8.1,i
Cc1sc(NC(=O)/C=C/c2ccco2)c(C(=O)O)c1C,6.6,i
Cc1noc(C)c1NC(=O)Nc1cccc2c1O[C@@H](CN(C)C)[C@@H](C)CN([C@H](C)CO)C2=O,6.8,nt
C=CCc1ccccc1OCC(O)Cn1ccnc1C (configuration not stated),-15.9,i
CCCn1c(SCc2nc3sc(C)c(C)c3c(=O)[nH]2)nc2ccccc2c1=O,-26.4,i
CN(CC(=O)NCCCc1ccccc1)Cc1ccc(Br)cc1,-35.1,i
COc1ccc(-c2cc(C(F)(F)F)n3nc(C(=O)N4CCN(C(=O)c5ccco5)CC4)cc3n2)cc1,-31.0,i
CNC(C)C(=O)NC(C(=O)N1CCCC1C(=O)NC1CCCc2ccccc21)C(C)C (configuration not stated),-22.4,nt
COc1ccc(CC(=O)NCc2ccc3c(c2)cc(C)n3C)cc1,-25.4,i
Cc1cc(C)c(C(=O)Nc2ccc(S(=O)(=O)Nc3ccccn3)cc2)c(C)c1,-15.8,i
COCc1ccc(C(=O)N2CCCC(CNC(=O)c3ccc(F)cc3)C2)o1 (configuration not stated),-6.1,i
COc1ccc(C(=O)OCC(=O)NCC2CCCO2)c(F)c1 (configuration not stated),-10.7,nt
O=C(Nc1ccccc1)/C(=C\c1cccs1)NC(=O)c1ccccc1,-3.6,i
O=Cc1c(Cl)cccc1Cl,-7.4,nt
Cc1ccn2cc(CCNC(=O)Cc3cccs3)nc2c1,-2.9,i
O=C1CC(C(=O)Nc2ncccn2)C(c2ccccc2)O1 (configuration not stated),13.0,i
Cc1ccc(C(=O)Nc2ccc3ccccc3n2)cc1,-27.3,i
Cc1ccc(C2(C)NC(=O)N(CC(=O)NNC(=O)c3ccccc3F)C2=O)cc1 (configuration not stated),-5.6,nt
C=CCN1C(=O)c2ccccc2Sc2ccc(C(=O)N3CCN(C)CC3)cc21,-31.6,i
CCOc1oc(-c2ccc(OC)cc2)nc1C(F)(F)F,-11.0,i
Cc1cc(Cl)nc(Cl)c1C(=O)NC(=O)NCCC(C)C,-30.9,i
CCOc1ccc(NC(=S)N(CCCN2CCOCC2)Cc2cn(C)c3ccccc23)cc1,-26.0,i
Cn1c(-c2sc3cc(C(F)(F)F)cnc3c2-c2ccccc2)n[nH]c1=S,-23.0,i
Cc1c(O)nc(SCC(=O)Nc2ccc3c4c(cccc24)CC3)n(-c2ccc(F)cc2)c1=O,-16.5,i
CC1(C)CC(=O)C2=C(C1)N(c1ccc(F)cc1)C(=O)C2(O)C(F)(F)F (configuration not stated),13.5,i
CSc1nnc(COc2ccc(C)cc2)n1N,7.9,i
Fc1ccc(C2CC(c3ccccc3)n3ncnc3N2)cc1 (configuration not stated),-3.2,i
O=C(CNC(=O)c1ccccc1)NCC(=O)OCc1ccccc1Cl,-9.7,i
CSCCC(NC(=O)C1CCC(C)CC1)C(=O)O (configuration not stated),-6.0,i
Cc1cc(Cl)ccc1OCC(=O)NCCCN1CCOCC1,-1.8,i
COc1ccccc1/C=C/CN1CCC(n2nccc2NC(=O)C2CC2)CC1,-17.7,i
CC(=O)Nc1ccccc1OCc1nnc(-c2ccccc2Cl)o1,-17.1,i
NC(=O)Cn1cnc2c(nnn2-c2ccc(F)cc2)c1=O,1.2,i
CCOC(=O)C1CCN(C(=O)C(C)Oc2ccc(C(=O)c3ccccc3)cc2)CC1 (configuration not stated),-17.7,nt
O=C(COc1ccccc1)NNC(=O)c1ccc(Cl)cc1,-2.3,nt
Cn1cccc1/C=N/N1CCN(Cc2ccccc2Cl)CC1,-17.5,i

# Overlap with the part before: five compounds, followed by the next part.
SMILES,OX1R antagonist,CHT PAM
CC(=O)Nc1ccccc1OCc1nnc(-c2ccccc2Cl)o1,-17.1,i
NC(=O)Cn1cnc2c(nnn2-c2ccc(F)cc2)c1=O,1.2,i
CCOC(=O)C1CCN(C(=O)C(C)Oc2ccc(C(=O)c3ccccc3)cc2)CC1 (configuration not stated),-17.7,nt
O=C(COc1ccccc1)NNC(=O)c1ccc(Cl)cc1,-2.3,nt
Cn1cccc1/C=N/N1CCN(Cc2ccccc2Cl)CC1,-17.5,i
C#CC[N+](CC)(CC)CC#Cc1cccc(Cl)c1,-2.1,i
C=CCON1C(=O)c2ccccc2C1=O,-6.9,i
CCOCCCNC(=O)C1CCC(CNS(=O)(=O)c2cccc3nsnc23)CC1 (configuration not stated),-11.7,i
CC(=O)NCCCc1nc2ccccc2n1Cc1c(F)cccc1Cl,-33.9,i
Cn1ccs/c1=N\S(=O)(=O)c1ccc(Br)cc1,1.4,i
CCNC(=O)CN(c1ccccc1OC)S(=O)(=O)c1cccs1,-7.3,i
Cc1ccc(NC(=O)C2CCN(S(=O)(=O)c3ccc(F)cc3)CC2)cc1,0.2,i
COc1ccccc1CC(NC(C)=O)C(=O)NC1CCN(C(=O)c2ccc([N+](=O)[O-])cc2)CC1 (configuration not stated),1.5,i
O=C(O)c1ccc(/C=N/NC(=O)c2cc(-c3ccc4c5c(cccc35)CC4)n[nH]2)cc1,8.0,i
CCOC(=O)N1CCC(NC(=O)c2cc(C(=O)Nc3ccc(OC)c(OC)c3)ccc2CO)CC1,-2.5,i
Cc1cc(C(=O)CSc2nnc(Nc3ccccc3)s2)c(C)n1CC1CCCO1 (configuration not stated),-6.6,i
COCC(C)n1c(SCC(=O)N(C)C2CCS(=O)(=O)C2)nc2ccccc2c1=O (configuration not stated),-10.1,i
CC(=O)Nc1cc2nc(C)n(Cc3ccccc3)c2nc1C,-5.5,i
CCCOc1ccc(/C(O)=C2\C(=O)C(=O)N(CCCOC)C23C(=O)N(C)c2ccccc23)cc1 (configuration not stated),-22.9,i
CC(C)CN(C(=O)CN1C(=O)NC(c2ccccc2)(c2ccccc2)C1=O)C1CCS(=O)(=O)C1 (configuration not stated),-7.4,nt
CC(C)C[C@H](NC(=O)N1CCn2c1nc1ccccc12)C(=O)NCc1ccco1,-18.7,i
CCc1ccc(/C(C)=N/NC(=O)CNC(=O)/C=C/c2ccco2)cc1,-10.7,i
O=C(C1=C(O)C(=O)N(CCN2CCOCC2)C1c1ccc(F)cc1)c1cccs1 (configuration not stated),nt,i
CC1Cc2ccccc2N1S(=O)(=O)c1cnc(Cl)c(Br)c1 (configuration not stated),1.3,i
COC(=O)c1sccc1NC(=O)c1ccc(OC)c([N+](=O)[O-])c1,-8.7,i
CC(C)(C)CC(=O)Nc1ccccc1N1CCN(c2ccccc2)CC1,-31.1,i
O=C(O)c1cc(NCc2ccc3c(c2)OCO3)ccc1N1CCOCC1,1.2,i
O=C(CCn1c(=S)[nH]c2ccccc2c1=O)NCCSCc1ccccc1,-30.8,i
CC(C)Cc1ccc(-c2cc(=O)[nH][nH]2)cc1,-8.4,i
O=C(c1cccc(N2C(=O)c3ccccc3C2=O)c1)N1CCCCCC1,-29.3,i
CCn1c(=N)n(CC(O)c2cccs2)c2ccccc21 (configuration not stated),-11.3,i
Cc1ccc(OCC(=O)N2CCC(N3CCCCCC3)CC2)cc1,-4.0,i
CCN(Cc1ccccc1)C(=O)c1ccc(NC(=O)c2ccc(OC)cc2)cc1,-21.6,i
O=C(O)CSCC(=O)Nc1cc(C(F)(F)F)ccc1Cl,3.8,i
Cc1cc(C)nc(SCc2nnc(SCC(=O)OC3CCCCC3)o2)n1,-15.2,i
Cc1nc(-c2ccccc2O)n(-c2ccccc2)n1,-0.3,i
Cc1ccc(NC(=O)CCS(=O)(=O)c2ccc3c(c2)NC(=O)C(C)S3)nc1 (configuration not stated),-11.4,i
CC(=O)NC(CCS(C)(=O)=O)C(=O)Nc1ccc(Oc2ccccc2)cc1 (configuration not stated),-12.8,i
O=C(NCc1ccccc1)c1ccc2nc(N3CCOCC3)sc2c1,-14.2,i
CCN1CCN(C(=O)c2cn(CCOC)c(=O)c3c2c2ccccc2n3C)CC1,-6.2,i
Clc1ccc(-n2nnnc2-c2ccccc2)cc1,-18.4,i
CCOC(=O)N1CCN(c2c(NCCc3ccc(C)cc3)c(=O)c2=O)CC1,-6.3,i
COc1cccc(CNCCc2c[nH]c3ccccc23)c1OCc1ccc(F)cc1,-2.3,i
O=C(c1cccc([N+](=O)[O-])c1)N1CCN(c2cccc(Cl)c2)CC1,-24.9,i
COc1ccc(NC(=S)NCc2ccccn2)cc1OC,-22.6,i
COc1cccc(N(C(=O)Cn2nnc(-c3ccc(F)cc3)n2)C(C(=O)NCC2CCCO2)c2ccc(Cl)cc2)c1 (configuration not stated),-26.9,i
CCOc1ccc(Nc2nc(NCc3ccco3)nc(N)c2[N+](=O)[O-])cc1,-25.1,i
CCOCCCn1c(SC(C(=O)Nc2cc(C)ccc2C)c2ccccc2)nnc1-c1ccc(Cl)cc1 (configuration not stated),-28.4,i
Cc1ccsc1C(=O)Nc1nccs1,-8.8,i
O=C(CN1CCCCCC1)Nc1cccc(Br)c1,-21.4,i
O=C(Nc1ccc(S(=O)(=O)N2CCOCC2)cc1)c1ccccc1,1.8,i
Cc1cc(C)c2c(N)c(C(=O)N3CCN(c4ncccn4)CC3)sc2n1,-10.6,i
Cc1cc(C(=O)N2CCc3ccccc32)c2cc(F)ccc2n1,-43.9,i
COC(=O)c1cn(C(=O)c2ccc(Br)o2)c2ccccc12,-0.3,i
COC(=O)c1ccccc1NC(=O)n1cc(C)cn1,-3.2,i
O=C(NCCc1ccc(F)cc1)c1cccs1,-10.9,i
O=C(CCc1ccccc1)NC(=S)Nc1cccc(C(=O)O)c1,-7.9,i
CC(C)OC(=O)CSc1nnc(-c2ccc([N+](=O)[O-])cc2)o1,-16.3,i
Cc1cccc(C)c1-n1cccc1/C=C1/C(=N)N2C(=NC1=O)SN=C2S(C)(=O)=O,-9.0,i
COC(=O)/C=C/c1ccccc1CN1[C@@H](CC(=O)OC)c2ccccc2S1(=O)=O,-31.6,nt
COc1ccc(-n2ncc3c2CC(C)(C)CC3NC(=O)c2cnc(C)cn2)cc1 (configuration not stated),-5.1,i
CCOc1ccc(N(C)Cc2cc(=O)oc3ccc(OC)cc23)cc1,-15.3,i
O=C(c1ccc(CN2CCOCC2)cc1)N1CCC(Cc2ccccc2)CC1,-17.7,i
CCC(C)NC(=O)N[C@@H](CCSC)C(=O)OC (some centres not stated),2.8,i
N#C/C(=C(/O)c1cc2ccccc2o1)c1nc2ccccc2s1,-8.2,i
CC12CC(NC(=O)N1c1cccc(C(=O)NCc3ccccn3)c1)c1ccccc1O2 (configuration not stated),-17.5,i
Cc1cccc(NC(=S)NN2CCOCC2)c1C,-8.0,i
